Source: PubChem BioAssay
SRC1 inh – inhibits human SRC1 coactivator. HEK293 GAL4-SRC1 luciferase reporter, luminescence. Q15788. actives 0.12% (n = 360,000). inhibition, % at 3.6 µM;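 active = inhibition above the campaign mean plus 3 SD, with each screening campaign given its own cutoff, cut at about 60% in these data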;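 also: 0% = DMSO treated cells and 100% = gossypol at 36 µM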
NR5A2 inv ag – inverse agonists of human LRH-1 (NR5A2). inhibition, % at 3.6 µM. HEK293T StAR-luciferase reporter, LRH-1 transfected, 24 h. actives 0.13% (n = 360,000). O00482;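 active = inhibition above the mean inhibition of all tested compounds plus 3 SD, cut at about 73% in these data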;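 also: 0% = DMSO wells and 100% = reporter-only cells lacking LRH-1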
SRC2 inh – inhibits human steroid receptor coactivator 2; HEK293 GAL4-SRC2 luciferase reporter, luminescence; Q15596; actives 0.17% (n = 370,000); inhibition, % at 9 µM; AID 651957;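 active = inhibition above the mean inhibition of all tested compounds plus 3 SD, set per campaign, cut at about 52% in these data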;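 also: 0% = DMSO treated cells and 100% = cells given Gossypol at 36 µM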
MC4R barr agon – human MC4R agonism via beta-arrestin; U2OS MC4R beta-arrestin complementation, luminescence; percent of melanotan II response, DMSO zero; activation, % at 8.9 µM; actives 0.98% (n = 360,000);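 active = activation above a per-plate cutoff, the mean activation of sample wells on that plate plus 3 SD, cut at about 8% in these data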
Target sequence (P32245 whole entry, looked up): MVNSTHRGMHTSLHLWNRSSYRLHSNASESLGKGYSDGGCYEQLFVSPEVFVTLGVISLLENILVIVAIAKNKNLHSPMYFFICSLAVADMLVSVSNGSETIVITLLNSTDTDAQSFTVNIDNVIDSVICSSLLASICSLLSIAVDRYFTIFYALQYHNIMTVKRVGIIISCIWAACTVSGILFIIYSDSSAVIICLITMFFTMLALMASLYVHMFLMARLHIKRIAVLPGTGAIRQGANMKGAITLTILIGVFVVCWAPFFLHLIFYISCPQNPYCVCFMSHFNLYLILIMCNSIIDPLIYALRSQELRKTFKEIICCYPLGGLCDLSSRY
MC4R antagonist – antagonists of human melanocortin 4 receptor (MC4R). P32245. MC4R-expressing cells, MTII-stimulated cAMP, LANCE TR-FRET. inhibition, % at 6.5 µM. actives 0.48% (n = 360,000);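 active = inhibition above its plate's cutoff, the mean of tested wells on that plate plus 3 SD, cut at about 29% in these data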;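 also: 0% = Melanotan II alone and 100% = Melanotan II plus saturating MCL0020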
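Assay system: human MC4R-expressing U2OS cells; reagent: Melanotan II stimulation of cells; dosing: 6.5 µM single dose; timing: compound 30 min, challenge 1 h, detection 1 h; signal: TR-FRET cAMP assay; replicates: one well per compound, no replicates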
EBV LMP1 NFkB – inhibitors of Epstein-Barr LMP1-induced NF-kappaB reporter. AID 504558. actives 0.69% (n = 350,000). inhibition, % at 12.5 µM. LMP1-induced NF-kappaB luciferase reporter cells, luminescence; in the data active = inhibition above about 41%;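 also: 0% = neutral control wells and 100% = reference inhibitor control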
ABHD5-PLIN5 inh – inhibitors of human ABHD5-perilipin-5 interaction; Split G. princeps luciferase complementation, luminescence, 4 h; inhibition, % at 4 µM; actives 0.78% (n = 360,000); AID 602281;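 active = inhibition above the mean inhibition across every tested compound plus 3 SD, cut at about 22% in these data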;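 also: 0% = DMSO only wells and the 100% control is not disclosed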
NR2F2 inh – inhibitors of human COUP-TFII (NR2F2); HEK293T NGFI-A luciferase reporter, luminescence; inhibition, % at 8.6 µM; actives 0.7% (n = 370,000);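 active = inhibition above a per-plate cutoff, mean inhibition of test wells between control levels plus 3 SD, cut at about 38% in these data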;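 also: cells cotransfected with COUP-TFII expression vector driving the NGFI-A reporter; 0% = median of COUP-TF2 test wells and 100% = reporter-only cells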
Target sequence (P24468 whole entry, looked up): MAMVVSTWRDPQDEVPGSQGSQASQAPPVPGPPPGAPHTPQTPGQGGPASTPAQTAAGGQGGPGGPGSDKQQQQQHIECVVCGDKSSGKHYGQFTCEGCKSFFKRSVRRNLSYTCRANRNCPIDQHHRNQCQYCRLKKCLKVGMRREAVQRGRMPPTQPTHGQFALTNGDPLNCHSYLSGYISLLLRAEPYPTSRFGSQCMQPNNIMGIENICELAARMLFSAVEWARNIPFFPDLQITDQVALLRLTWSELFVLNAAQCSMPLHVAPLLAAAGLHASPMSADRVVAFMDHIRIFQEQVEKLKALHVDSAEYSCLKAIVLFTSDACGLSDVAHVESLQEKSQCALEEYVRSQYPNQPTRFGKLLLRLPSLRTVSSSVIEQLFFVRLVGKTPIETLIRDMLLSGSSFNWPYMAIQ
NCOA3 inh – human NCOA3 inhibition. inhibition, % at 3.6 µM. AID 588352. HEK293 GAL4-SRC3 luciferase reporter, luminescence. actives 0.17% (n = 360,000);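 active = inhibition above a per-campaign cutoff, the mean of all compounds plus 3 SD, cut at about 60% in these data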;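 also: 0% = DMSO-treated cells and 100% = gossypol-treated cells at 36 µM; higher means less SRC3-driven luciferase light from the GAL4 reporter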
NOD2-RIPK2 inh – NOD2-RIPK2 protein interaction inhibition; O43353; CHO BLA complementation NOD2-RIPK2, CCF4 ratio; inhibition, % at 4.98 µM; actives 0.38% (n = 360,000); AID 624267; in the data active = inhibition above about 21%;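 also: 0% = vehicle only and 100% = reference blocker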
TLR9-MyD88 block – blocks human TLR9 binding to MyD88; actives 0.21% (n = 340,000); inhibition, % at 4.98 µM; Q9NR96+Q99836; AID 504734; CHO BLA complementation TLR9-MyD88, CCF4 FRET ratio;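 active = inhibition above the mean over all tested compounds plus 3 SD, cut at about 21% in these data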;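 also: 0% = DMSO only wells and 100% = clavulanate BLA inhibitor control wells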
* hit, by the source's call; / = not tested or not shown. Some of the compounds tested. The share of hits here may be higher or lower than overall.

Sample of the layout (5 entries):
1) O=C(Nc1ccc([N+](=O)[O-])cn1)c1cccnc1
2) O=C(NCc1ccccc1Cl)c1csc([C@@H]2C[C@H](O)[C@@H](CO)O2)n1
3) C=CCN(CC(=O)NCc1ccccc1)C(=O)c1csnn1
4) Clc1ccc(-c2noc(CSc3nnc(Cc4cccs4)n3-c3ccccc3)n2)cc1
5) CCOC(=O)C(O)(CC(=O)c1ccc(Cl)cc1)C(=O)OCC
Compound	1	2	3	4	5
SRC1 inh	-7	10	13	1	-4
NR5A2 inv ag	-1	-16	9	-3	1
SRC2 inh	12	-21	-9	16	-4
MC4R barr agon	-0.8	-0.2	-0.4	1.5	1.5
MC4R antagonist	-1	1	9	5	8
EBV LMP1 NFkB	-8	/	9	-11	-2
ABHD5-PLIN5 inh	4	-1	2	0	-2
NR2F2 inh	14	14	10	21	10
NCOA3 inh	3	-18	4	-2	13
NOD2-RIPK2 inh	-2	8	0	2	-5
TLR9-MyD88 block	1	/	8	-2	-12

The whole of this part, from the first entry:
1) O=C(Nc1ccc([N+](=O)[O-])cn1)c1cccnc1
2) O=C(NCc1ccccc1Cl)c1csc([C@@H]2C[C@H](O)[C@@H](CO)O2)n1
3) C=CCN(CC(=O)NCc1ccccc1)C(=O)c1csnn1
4) Clc1ccc(-c2noc(CSc3nnc(Cc4cccs4)n3-c3ccccc3)n2)cc1
5) CCOC(=O)C(O)(CC(=O)c1ccc(Cl)cc1)C(=O)OCC
6) O=C1N(c2ccc3c(c2)OCCO3)C(c2ccccc2)C1(F)F (stereo unspecified)
Compound	1	2	3	4	5	6
SRC1 inh	-7	10	13	1	-4	10
NR5A2 inv ag	-1	-16	9	-3	1	12
SRC2 inh	12	-21	-9	16	-4	-19
MC4R barr agon	-0.8	-0.2	-0.4	1.5	1.5	0.6
MC4R antagonist	-1	1	9	5	8	-4
EBV LMP1 NFkB	-8	/	9	-11	-2	-1
ABHD5-PLIN5 inh	4	-1	2	0	-2	-6
NR2F2 inh	14	14	10	21	10	13
NCOA3 inh	3	-18	4	-2	13	18
NOD2-RIPK2 inh	-2	8	0	2	-5	7
TLR9-MyD88 block	1	/	8	-2	-12	0

7) CN1CCN(c2ccccc2NC(=O)c2ccc(-c3cccc([N+](=O)[O-])c3)o2)CC1
8) O=C(C[n+]1cc(-c2ccccc2)n2c1CCC2)N1c2ccccc2Sc2ccccc21
9) C/C(=N\NS(=O)(=O)c1ccc([N+](=O)[O-])cc1)c1ccc2c(c1)OCO2
10) COc1ccc(C2/C=C\CC(NC(=O)OCC3c4ccccc4-c4ccccc43)CC(=O)N2Cc2ccccc2F)cc1 (stereo unspecified)
11) Cc1cccc(NC(=S)NNC(=O)CCn2cc(C)cn2)c1
12) Cc1ccc(N(CC(=O)NC(C)C)C(=O)CCC(=O)Nc2nccs2)c(C)c1
Compound	7	8	9	10	11	12
SRC1 inh	8	-1	-24	-1	11	-3
NR5A2 inv ag	50	-11	11	4	-25	-17
SRC2 inh	-33	-6	-4	/	-30	-16
MC4R barr agon	6.0	1.4	-1.6	-1.6	-3.3	-0.7
MC4R antagonist	-1	3	2	7	13	8
EBV LMP1 NFkB	5	10	4	7	-4	3
ABHD5-PLIN5 inh	17	10	-3	9	5	7
NR2F2 inh	-2	-4	-2	/	4	-8
NCOA3 inh	20	16	4	14	3	-2
NOD2-RIPK2 inh	7	-5	-11	1	0	-9
TLR9-MyD88 block	-5	-10	-14	-2	-4	7

13) O=C(Nc1cccc(S(=O)(=O)NC2=NCCC2)c1)c1ccc(C(F)(F)F)cc1
14) O=C(NCc1ccc(F)cc1)c1cc(S(=O)(=O)N2CCOCC2)ccc1F
15) CC(C)c1ccc(/C=C(\c2nc3ccccc3[nH]2)S(=O)(=O)c2ccccc2)cc1
16) COC(=O)c1c(C)n(-c2ccc(C)cc2)c2ccc(O)cc12
17) COc1cc(Cl)c(C)cc1NC(=O)c1ccc(S(C)(=O)=O)cc1
18) C[C@@H]1COC(=O)[C@@H](CC(=O)OC(C)(C)C)C/C=C\C[C@@H](CC(=O)N[C@@H](CO)Cc2ccccc2)C(=O)N1
Compound	13	14	15	16	17	18
SRC1 inh	-1	3	28	2	-9	-7
NR5A2 inv ag	13	1	57	-18	-13	0
SRC2 inh	22	-27	53*	11	3	21
MC4R barr agon	-0.3	0.0	3.9	3.7	1.6	-0.9
MC4R antagonist	4	0	12	-8	1	8
EBV LMP1 NFkB	7	-2	-72	-47	9	-3
ABHD5-PLIN5 inh	0	3	75*	-8	2	4
NR2F2 inh	7	9	40*	-1	-23	-3
NCOA3 inh	6	-3	73*	9	-14	10
NOD2-RIPK2 inh	-14	5	13	-1	1	4
TLR9-MyD88 block	-5	-4	7	5	-16	0

19) O=C1/C(=C/c2cccnc2)SC(=S)N1C1CCS(=O)(=O)C1 (stereo unspecified)
20) Cc1[nH]n(-c2ccccc2)c(=O)c1C=Nc1cccc2cccnc12
21) Cc1c(C(=O)OCCOC(C)C)[nH]c2c1C(=O)CC(c1ccco1)C2 (stereo unspecified)
22) CN(Cc1ccc(CNC[C@H]2O[C@@H](n3cnc4c(N)ncnc43)[C@H](O)[C@@H]2O)o1)S(C)(=O)=O
23) Nn1c(SCC(=O)Nc2ccc(N3CCOCC3)cc2)nnc1C1CC1
24) CC(NC(=O)c1ccco1)C(=O)OCc1cccc(C(F)(F)F)c1 (stereo unspecified)
Compound	19	20	21	22	23	24
SRC1 inh	7	-8	-14	-5	-18	-5
NR5A2 inv ag	5	15	27	-1	6	8
SRC2 inh	3	12	/	22	-2	-18
MC4R barr agon	-2.2	-3.5	-1.3	-1.2	-3.0	-3.2
MC4R antagonist	-2	3	-25	3	-3	12
EBV LMP1 NFkB	7	13	5	-10	-2	-7
ABHD5-PLIN5 inh	-18	-2	30*	5	-1	-3
NR2F2 inh	9	10	/	-1	1	14
NCOA3 inh	34	14	11	-9	2	-9
NOD2-RIPK2 inh	-4	32*	3	-12	-11	9
TLR9-MyD88 block	1	19	8	-8	-2	-3

25) CC(C)(C)NC(=O)CN(Cc1cccs1)C(=O)c1csnn1
26) O=C(C[C@H]1C/C=C\C[C@@H](Cc2ccc(F)cc2)C(=O)OC[C@H]2CCCN2C1=O)NCCO
27) COc1ccnc2c1c(=O)n(Cc1ccc(F)cc1)c(=O)n2C
28) CC1CC2=C(C(=O)O1)C(C)Nc1ccccc1N2 (stereo unspecified)
29) Cc1nc2ccccc2c(=O)n1NC(=O)/C=C/c1ccccc1Cl
30) CC(C)(C)OC(=O)N1CC(O)CC1C(=O)OCC(=O)c1ccccc1 (stereo unspecified)
Compound	25	26	27	28	29	30
SRC1 inh	2	-4	-10	-21	-52	5
NR5A2 inv ag	3	-11	-3	-5	2	4
SRC2 inh	-26	-32	7	2	-39	2
MC4R barr agon	-1.1	-2.2	0.0	1.4	3.0	-1.8
MC4R antagonist	8	4	9	9	-2	6
EBV LMP1 NFkB	-8	16	5	6	-12	-14
ABHD5-PLIN5 inh	0	3	1	4	-1	2
NR2F2 inh	-8	15	10	11	10	1
NCOA3 inh	3	-7	12	9	4	22
NOD2-RIPK2 inh	3	-9	-13	1	13	6
TLR9-MyD88 block	8	0	-11	-16	-6	0

An excerpt from above, showing only TLR9-MyD88 block:
| item | canonical_smiles | TLR9-MyD88 block |
| --- | --- | --- |
| 26 | O=C(C[C@H]1C/C=C\C[C@@H](Cc2ccc(F)cc2)C(=O)OC[C@H]2CCCN2C1=O)NCCO | 0 |
| 27 | COc1ccnc2c1c(=O)n(Cc1ccc(F)cc1)c(=O)n2C | -11 |
| 29 | Cc1nc2ccccc2c(=O)n1NC(=O)/C=C/c1ccccc1Cl | -6 |
| 28 | CC1CC2=C(C(=O)O1)C(C)Nc1ccccc1N2 (stereo unspecified) | -16 |
| 25 | CC(C)(C)NC(=O)CN(Cc1cccs1)C(=O)c1csnn1 | 8 |

Other entries
Results follow in this order: SRC1 inh	NR5A2 inv ag	SRC2 inh	MC4R barr agon	MC4R antagonist	EBV LMP1 NFkB	ABHD5-PLIN5 inh	NR2F2 inh	NCOA3 inh	NOD2-RIPK2 inh	TLR9-MyD88 block
#31 O=C(CN1C(=O)S/C(=C\c2ccc(-c3cc(C(=O)O)ccc3Cl)o2)C1=O)Nc1ccc2c(c1)OCO2
 : -18	-19	6	-2.6	6	-1	-1	-24	-12	-17	3
#32 O=C(Nc1ccccc1C(=O)NC(Cc1c[nH]c2ccccc12)C(=O)O)c1ccco1 (stereo unspecified)
 : -10	7	9	-1.0	2	-4	9	0	19	3	8
#33 Cc1cc(C)cc(N2CCCn3c2nc2c3c(=O)n(CCN3CCOCC3)c(=O)n2C)c1
 : 4	-16	-11	-1.3	5	-11	2	-1	-1	-16	-1
#34 Cc1ccc(-c2nnn(CC(=O)N(Cc3ccc(F)cc3)C(C(=O)NC3CCCC3)c3ccncc3)n2)o1 (stereo unspecified)
 : 1	2	0	-2.7	11	4	3	-40	30	0	7
#35 O=C(COC(=O)CCCSc1nc2ccccc2[nH]1)Nc1cccc(F)c1
 : -6	8	-5	-0.3	4	-10	0	0	19	-13	6
#36 CCOc1ccc2c(c1)c(=O)c(S(=O)(=O)c1ccc(CC)cc1)cn2C
 : 12	0	12	-0.8	1	-4	-4	7	-8	7	-2
#37 O=C(c1cccnc1)C1CCCN(Cc2nc(Cc3ccccc3)no2)C1 (stereo unspecified)
 : -8	-2	-6	2.9	-1	2	12	-1	-2	1	1
#38 COc1cc(/C=C/C(=O)OCC(=O)N(C)Cc2ccccc2)ccc1O
 : -8	11	12	-0.7	-5	-2	-3	-14	14	0	2
#39 Clc1ccccc1Sc1ccc(-c2ccccn2)s1
 : -12	-1	3	0.4	9	/	-6	-15	-13	-20	/
#40 Cc1ccc(C(=O)COC(=O)C2CCC2)cc1
 : -11	-3	/	-2.8	10	5	-7	/	2	0	3
#41 Cc1noc(C)c1NC(=O)Nc1ccc2c(c1)C(=O)N([C@H](C)CO)C[C@H](C)[C@@H](CN(C)C(=O)NC(C)C)O2
 : -2	18	17	-0.1	4	1	3	-5	-5	7	0
#42 CCOC(=O)c1[nH]cnc1C(=O)Nc1ccc(Cl)cc1
 : -18	13	-4	-1.1	-1	-5	2	-28	6	0	-5
#43 COCc1ccc(C(=O)N2CCCC(C(=O)c3cc(F)ccc3F)C2)s1 (stereo unspecified)
 : -16	4	-39	-2.2	2	-4	3	-10	-3	4	1
#44 Cc1cc(/C=C2\C(=N)N3N=C(c4ccco4)SC3=NC2=O)c(C)n1Cc1ccccc1
 : -16	-2	-19	-0.2	19	-9	0	1	-15	0	6
#45 COc1ccc(Cl)cc1NC(=O)c1ccco1
 : -14	12	-29	-0.9	14	-5	1	8	-1	0	-5
#46 O=C1NCCOC(=O)[C@@H](Cc2ccc(F)cc2)C/C=C\C[C@@H]1CC(=O)N(CCO)Cc1ccccc1
 : -8	-9	14	-1.1	9	-3	9	0	-6	-8	-7
#47 CCCCn1nnnc1C(c1cc2ccccc2o1)N(C)Cc1ccc(Cl)c(Cl)c1 (stereo unspecified)
 : /	21	-20	/	/	/	-4	-17	/	2	/
